Screens as filed in PubChem BioAssay.
TDP1 cell noCPT – qHTS for Inhibitors of human tyrosyl-DNA phosphodiesterase 1 (TDP1): qHTS in cells in absence of CPT; AID 686978, 2013; 420,000 tested, 15% active; DT40 Tdp1-/- hTDP1 cells, no CPT, ATP luminescence, 48 h; Potency, µM (titrated, usually from 46.2 µM), for the others: at the top dose activity change, negative = growth inhibition, most hits filed as inhibitors; also: nearly all actives have a fitted effect of over 55% in size
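Chicken DT40 Tdp1-/- cells stably complemented with human TDP1 were seeded at 400 cells/well with DMSO in place of 20 nM camptothecin. After compound pinning, cells grew at least 48 hr at 37 °C; viability read by CellTiter-Glo luminescence.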
TDP1 cell CPT – qHTS for Inhibitors of human tyrosyl-DNA phosphodiesterase 1 (TDP1): qHTS in cells in presence of CPT. chicken DT40 Tdp1-/-;hTDP1 cells + 20 nM CPT, ATP luminescence, 48 h. Potency, µM (highest dose often 46.2 µM), without a hit: top-dose activity change, negative = growth inhibition, most hits filed as inhibitors. 420,000 tested, 12% active. AID 686979, 2013; also: nearly all actives have a fitted effect of over 55% in size
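Cell growth measured by CellTiter-Glo luminescence after a minimum 48 h, 37 C compound exposure with 20 nM CPT in Tdp1-knockout DT40 cells stably expressing hTDP1, seeded 400/well; qHTS titration format.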
TDP1 block – qHTS Assay for Inhibitors of Tyrosyl-DNA Phosphodiesterase (TDP1); AID 485290, 2010; 350,000 tested, 0.28% active; Potency, µM (titrated, usually from 130 µM), for the others: at the top dose activity change, negative = inhibition, most hits filed as inhibitors; recombinant TDP1, AlphaScreen DNA substrate cleavage; also: nearly all actives have a fitted effect of over 40% in size
Target sequence (Q9NUW8 whole entry, looked up): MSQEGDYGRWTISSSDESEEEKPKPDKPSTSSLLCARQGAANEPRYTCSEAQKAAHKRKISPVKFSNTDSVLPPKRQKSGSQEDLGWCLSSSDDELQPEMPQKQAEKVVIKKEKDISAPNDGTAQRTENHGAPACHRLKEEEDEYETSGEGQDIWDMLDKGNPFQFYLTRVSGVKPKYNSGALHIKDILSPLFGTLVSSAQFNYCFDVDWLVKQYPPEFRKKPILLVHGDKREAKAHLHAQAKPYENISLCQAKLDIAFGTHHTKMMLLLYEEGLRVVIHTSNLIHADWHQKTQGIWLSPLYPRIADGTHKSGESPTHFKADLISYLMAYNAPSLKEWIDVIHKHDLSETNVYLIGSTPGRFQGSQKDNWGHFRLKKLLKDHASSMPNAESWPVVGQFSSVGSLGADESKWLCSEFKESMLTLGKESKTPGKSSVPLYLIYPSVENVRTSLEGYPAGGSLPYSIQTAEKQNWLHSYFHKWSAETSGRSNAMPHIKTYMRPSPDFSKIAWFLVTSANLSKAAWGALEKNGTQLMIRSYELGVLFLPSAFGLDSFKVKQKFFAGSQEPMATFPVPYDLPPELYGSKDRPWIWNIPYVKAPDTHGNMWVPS
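Steps: enzyme plus compound, 15 min RT; add biotin/phosphotyrosine-FITC oligonucleotide (15 nM final), react 5 min; add donor/acceptor beads (10 ug/ml final), 10 min; read AlphaScreen. Tdp1 at 1 nM final.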
Active calls of the source: *; & = joins results of further samples; [ ] = remark or other dose. Calls follow the shape of the dose curve; as a rule, active = well fitted curve in the direction sought with a large enough effect; inconclusive = small, poorly fitted or top-dose-only effect, or another doubt; inactive = no such curve, though single readings can be large; an effect the other way counts as inactive or inconclusive. % is scaled to controls: 0 for no effect and ±100 for the full control effect; potency is read from the fitted curve at half-maximal effect. Some of the compounds tested; count on the stated rates, not on these rows.

The first 9 records (preview)
How did CCCCn1c(=O)c(C(=O)Nc2ccccc2F)c(O)c2ccccc21 do in these assays?
TDP1 cell noCPT: inconclusive; TDP1 cell CPT: 11%

How did O=C(NCC1=C(c2cccc3ccccc23)C[C@@H]2CC[C@H]1N2Cc1ccco1)c1cccnc1 do in these assays?
TDP1 cell noCPT: inconclusive; TDP1 cell CPT: inconclusive

What do the screens show for `CC(C)(C)c1ccc(C(=O)C2CCCN(C3CCC3)C2)cc1` (stereo unspecified)?
TDP1 cell noCPT: inconclusive; TDP1 cell CPT: -29%; TDP1 block: 1%

What do the screens show for `Cc1ccc(Cn2nc(C)c(C=O)c2Cl)cc1`?
TDP1 cell noCPT: -2%; TDP1 cell CPT: 31%; TDP1 block: 0%

What do the screens show for `Cc1ccc(-n2c(C)cc(/C=C3\C(=O)NC(=O)N(C)C3=O)c2C)cc1C`?
TDP1 cell noCPT: inconclusive; TDP1 cell CPT: inconclusive; TDP1 block: 1%

How did NC(Cc1nc2ccccc2[nH]1)c1ccc(Cl)cc1 (stereo unspecified) do in these assays?
TDP1 cell noCPT: -3%; TDP1 cell CPT: 10%; TDP1 block: 2%

What do the screens show for `COc1ccccc1CNCCc1ccc(F)cc1`?
TDP1 cell noCPT: -21%; TDP1 cell CPT: inconclusive

What do the screens show for `CC(=O)O[C@@H]1/C=C/[C@](C)(O)C[C@@H](C)C/C=C/[C@H]2[C@@H]3O[C@]3(C)[C@@H](C)[C@H]3[C@H](Cc4ccccc4)NC(=O)[C@@]312`?
TDP1 cell noCPT: 0.46µM*; TDP1 cell CPT: 0.52µM*

How did CN(Cc1ccccc1)C(=O)CN1CCCC1=O do in these assays?
TDP1 cell noCPT: -5%; TDP1 cell CPT: 13%

Results, from the start:
How did CCCCn1c(=O)c(C(=O)Nc2ccccc2F)c(O)c2ccccc21 do in these assays?
TDP1 cell noCPT: inconclusive; TDP1 cell CPT: 11%

How did O=C(NCC1=C(c2cccc3ccccc23)C[C@@H]2CC[C@H]1N2Cc1ccco1)c1cccnc1 do in these assays?
TDP1 cell noCPT: inconclusive; TDP1 cell CPT: inconclusive

What do the screens show for `CC(C)(C)c1ccc(C(=O)C2CCCN(C3CCC3)C2)cc1` (stereo unspecified)?
TDP1 cell noCPT: inconclusive; TDP1 cell CPT: -29%; TDP1 block: 1%

What do the screens show for `Cc1ccc(Cn2nc(C)c(C=O)c2Cl)cc1`?
TDP1 cell noCPT: -2%; TDP1 cell CPT: 31%; TDP1 block: 0%

What do the screens show for `Cc1ccc(-n2c(C)cc(/C=C3\C(=O)NC(=O)N(C)C3=O)c2C)cc1C`?
TDP1 cell noCPT: inconclusive; TDP1 cell CPT: inconclusive; TDP1 block: 1%

How did NC(Cc1nc2ccccc2[nH]1)c1ccc(Cl)cc1 (stereo unspecified) do in these assays?
TDP1 cell noCPT: -3%; TDP1 cell CPT: 10%; TDP1 block: 2%

What do the screens show for `COc1ccccc1CNCCc1ccc(F)cc1`?
TDP1 cell noCPT: -21%; TDP1 cell CPT: inconclusive

What do the screens show for `CC(=O)O[C@@H]1/C=C/[C@](C)(O)C[C@@H](C)C/C=C/[C@H]2[C@@H]3O[C@]3(C)[C@@H](C)[C@H]3[C@H](Cc4ccccc4)NC(=O)[C@@]312`?
TDP1 cell noCPT: 0.46µM*; TDP1 cell CPT: 0.52µM*

How did CN(Cc1ccccc1)C(=O)CN1CCCC1=O do in these assays?
TDP1 cell noCPT: -5%; TDP1 cell CPT: 13%

What do the screens show for `C/C(CC(c1ccccc1)c1c(O)c2ccccc2oc1=O)=N\NC(N)=S` (stereo unspecified)?
TDP1 cell noCPT: inconclusive; TDP1 cell CPT: inconclusive; TDP1 block: 3%

Results for CCN1CCN(Cc2nnnn2C(C)(C)C)CC1 ?
TDP1 cell noCPT: 9%; TDP1 cell CPT: 4%; TDP1 block: -4%

How did COc1ccc(OC)c(N2C(=O)CC(=O)NC2=O)c1 do in these assays?
TDP1 cell noCPT: 5%; TDP1 cell CPT: 4%; TDP1 block: 2%

Results for O=C(Nc1ccc(Br)cc1)N1C[C@H]2C[C@@H](C1)c1cccc(=O)n1C2 ?
TDP1 cell noCPT: 5%; TDP1 cell CPT: 0%

How did CC(C)OC(=O)C1C(=O)NC2(C)CC1c1ccccc1O2 (stereo unspecified) do in these assays?
TDP1 cell noCPT: -14%; TDP1 cell CPT: -9%; TDP1 block: -1%

What do the screens show for `CCCC(C)C1(CC)C(=O)N=C(S)NC1=O` (stereo unspecified)?
TDP1 cell noCPT: 3%&-21%; TDP1 cell CPT: 1%&4%; TDP1 block: 7%[56.1 µM]

How did O=C(N/N=C/c1c(O)n(CCc2ccccc2)c(=O)[nH]c1=O)c1ccccc1 do in these assays?
TDP1 cell noCPT: inconclusive; TDP1 cell CPT: -1%; TDP1 block: 11%

What do the screens show for `COc1ccc(-c2ccc3c(c2)CN(CC(C)C)Cc2cnnn2-3)cc1`?
TDP1 cell noCPT: inconclusive; TDP1 cell CPT: 16µM*

How did COc1ccc(C(=O)C2CCCN(Cc3ccon3)C2)c(OC)c1 (stereo unspecified) do in these assays?
TDP1 cell noCPT: inconclusive; TDP1 cell CPT: inconclusive

Results for COCCNC(=O)N1[C@H]2CC[C@@H]1C(C(=O)OC)=C(c1ccc(OC)c(OC)c1)C2 ?
TDP1 cell noCPT: 0%; TDP1 cell CPT: 1%; TDP1 block: -1%

Results for CCCCn1c(O)c(C(C)=NCc2ccc(F)cc2)c(=O)[nH]c1=O ?
TDP1 cell noCPT: -17%; TDP1 cell CPT: 1%; TDP1 block: -6%

What do the screens show for `OCC12CO[C@@H]3c4ccccc4[C@H](OC1)N32` (stereo partly specified)?
TDP1 cell noCPT: 1%; TDP1 cell CPT: -5%; TDP1 block: 2%

What do the screens show for `CC(C)[C@]12CC(=O)[C@H](C)[C@H]1C2`?
TDP1 cell noCPT: -11%; TDP1 cell CPT: 5%; TDP1 block: -1%&1%

Results for C[N+]12CN3CN(CN(C3)C1)C2 ?
TDP1 cell noCPT: inconclusive; TDP1 cell CPT: inconclusive; TDP1 block: -1%

What do the screens show for `OC[C@@H](O)[C@H]1O[C@@H]2O[C@@H](C(Cl)(Cl)Cl)O[C@@H]2[C@H]1O`?
TDP1 cell noCPT: -23%; TDP1 cell CPT: 0%

What do the screens show for `Cc1noc(C)c1CC(=O)N1CCCC(N2CCN(c3ccccc3F)CC2)C1` (stereo unspecified)?
TDP1 cell noCPT: -14%; TDP1 cell CPT: -11%

How did CC1CCCC(C)N1/N=C/c1c[nH]c2ccc(Br)cc12 (stereo unspecified) do in these assays?
TDP1 cell noCPT: inconclusive; TDP1 cell CPT: inconclusive; TDP1 block: 3%

What do the screens show for `O=C1CC(=O)N(c2ccccc2)C(=O)N1c1ccccc1`?
TDP1 cell noCPT: 3%; TDP1 cell CPT: 27%

How did ClC1=C(Cl)[C@]2(Cl)[C@@H]3[C@H]4C[C@H]([C@@H]5O[C@H]45)[C@@H]3[C@@]1(Cl)C2(Cl)Cl do in these assays?
TDP1 cell noCPT: inconclusive; TDP1 cell CPT: -8%

How did CCN1C[C@]2(C)CC[C@H](OC)[C@]34C2[C@H](OC(C)=O)[C@@]2(OCO[C@@]25C[C@H](OC)[C@H]2C[C@]3(O)C5[C@H]2OC)[C@@H]14 do in these assays?
TDP1 cell noCPT: 20%; TDP1 cell CPT: 6%

What do the screens show for `CCC(=NCc1cccnc1)c1c(O)n(-c2ccc(Cl)cc2)c(=O)[nH]c1=O`?
TDP1 cell noCPT: -9%; TDP1 cell CPT: 0%; TDP1 block: -1%

Results for CCN1CCN(Cc2ccccc2C)CC1 ?
TDP1 cell noCPT: -9%; TDP1 cell CPT: -2%; TDP1 block: 2%

How did O=C1NC(=O)N(c2ccc3c(c2)OCO3)C(=O)/C1=C/c1ccc(N2CCCCC2)o1 do in these assays?
TDP1 cell noCPT: -29%; TDP1 cell CPT: 15%; TDP1 block: 1%

What do the screens show for `COc1ccc(-n2nnnc2C(c2cccs2)N2CCC(n3c(=O)[nH]c4ccccc43)CC2)cc1` (stereo unspecified)?
TDP1 cell noCPT: 13µM*; TDP1 cell CPT: 12µM*

What do the screens show for `CCOc1ccc(-c2cc(C)[n+](CCN(CC)CC)c(-c3ccc(OCC)cc3)c2)cc1`?
TDP1 cell noCPT: 0.18µM*; TDP1 cell CPT: 0.21µM*; TDP1 block: -5%

How did COc1ccccc1NC(=O)Cn1c(=O)n(-c2cccc(Cl)c2)c(=O)c2sc3ccccc3c21 do in these assays?
TDP1 cell noCPT: 6.5µM*; TDP1 cell CPT: 13µM*; TDP1 block: -1%

How did Cc1cccc(Cc2cnc[nH]2)c1C do in these assays?
TDP1 cell noCPT: -2%; TDP1 cell CPT: 7%

Results for COC(=O)C1=CO[C@@H](C)[C@@H]2CN3CC[C@]4(C(=O)Nc5ccccc54)[C@@H]3C[C@H]12 ?
TDP1 cell noCPT: 0%; TDP1 cell CPT: 0%; TDP1 block: 0%

What do the screens show for `CC(C)NCC(O)c1ccc(N)c(C#N)c1` (stereo unspecified)?
TDP1 cell noCPT: -1%[92.5 µM]; TDP1 cell CPT: -9%[92.5 µM]; TDP1 block: 2%&7%

How did C[C@]12CCC3C(CC[C@H]4C[C@H](N)CC[C@]34C)C1CC[C@H]2O (stereo partly specified) do in these assays?
TDP1 cell noCPT: inconclusive; TDP1 cell CPT: inconclusive

Results for CC(C)(C)P(=O)(NCc1ccccc1)c1ccccc1 (stereo unspecified) ?
TDP1 cell noCPT: -23%; TDP1 cell CPT: 25%; TDP1 block: 5%

What do the screens show for `Cc1ccc(C(=O)C2CN(C)CC2C(=O)c2ccc(C)cc2)cc1` (stereo unspecified)?
TDP1 cell noCPT: inconclusive; TDP1 cell CPT: -8%; TDP1 block: 0%

How did C=CCCC1(C(C)C)C(=O)NC(=S)NC1=O do in these assays?
TDP1 cell noCPT: -9%; TDP1 cell CPT: -1%

What do the screens show for `CCc1ccccc1NC(=O)C(CC)Oc1ccccc1-c1nnc(-c2ccccc2)o1` (stereo unspecified)?
TDP1 cell noCPT: 5.2µM*; TDP1 cell CPT: 5.8µM*; TDP1 block: 5%

Results for CCOC(=O)c1ccc(N=C(C)c2c(O)[nH]c(=O)[nH]c2=O)cc1 ?
TDP1 cell noCPT: 3%; TDP1 cell CPT: 6%; TDP1 block: -5%

Results for COC1CC(=C(c2cccs2)c2cccs2)C[N+](C)(C)C1 (stereo unspecified) ?
TDP1 cell noCPT: inconclusive; TDP1 cell CPT: inconclusive

What do the screens show for `COC1C(O)C(C)OC(OC2CCC3(C)C(CCC4C3C(O)CC3(C)C(C5=CC(=O)OC5)CCC43O)C2)C1O` (stereo unspecified)?
TDP1 cell noCPT: 2.1µM*; TDP1 cell CPT: 1.8µM*

What do the screens show for `COC(=O)C1=C(c2ccc(C(C)=O)cc2)C[C@@H]2CC[C@H]1N2C(=O)NCC1CC1`?
TDP1 cell noCPT: -10%; TDP1 cell CPT: -7%; TDP1 block: 1%

What do the screens show for `O=c1c2ccccc2nc(-c2ccco2)n1-c1ccncc1`?
TDP1 cell noCPT: -5%; TDP1 cell CPT: -4%; TDP1 block: 9%

Results for CCCCOc1ccc(CN2C(=O)C(=O)c3cc(C)ccc32)cc1OC ?
TDP1 cell noCPT: 0.73µM*; TDP1 cell CPT: 1µM*; TDP1 block: -3%

What do the screens show for `c1ccc2c(c1)CSc1ccccc1N2`?
TDP1 cell noCPT: inconclusive; TDP1 cell CPT: -13%

What do the screens show for `Cc1ccc(O)c(C(=O)c2cc(C(=O)NCCC(C)C)c(=O)n(CCC(C)C)c2)c1`?
TDP1 cell noCPT: 18µM*; TDP1 cell CPT: 23µM*; TDP1 block: 5%

What do the screens show for `C[C@@H](C1=C(CCN(C)C)Cc2ccccc21)c1ccccn1`?
TDP1 cell noCPT: inconclusive; TDP1 cell CPT: inconclusive; TDP1 block: 12%

Results for COc1ccc([N+](=O)[O-])cc1NC(=O)COC(=O)c1ccccc1C(=O)c1ccccc1 ?
TDP1 cell noCPT: inconclusive; TDP1 cell CPT: 0%; TDP1 block: 4%

What do the screens show for `COC(=O)C1=C(c2cccc(OC)c2OC)C[C@@H]2CC[C@H]1N2C(=O)NC(C)C`?
TDP1 cell noCPT: -14%; TDP1 cell CPT: inconclusive

How did O=C(CCC1CCCN(Cc2cccc3c2OCO3)C1)NCc1ccc(F)c(F)c1 (stereo unspecified) do in these assays?
TDP1 cell noCPT: inconclusive; TDP1 cell CPT: inconclusive; TDP1 block: 5%
